Compound activity: PubChem, National Center for Advancing Translational Sciences (NCATS)
CBFb RUNX1 block: inhibitors of human CBF-beta and RUNX1 interaction; Q01196+Q13951; AlphaScreen CBFb-His/RUNX1-biotin binding, biochemical; Potency, µM (titrated, usually from 59.8 µM), inactives show at the highest dose activity, negative = inhibition, hits mostly inhibitors; 230,000 tested, under 10 active; AID 1477; further: % of control where 0% means no effect
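Bead-based AlphaScreen assay; binding partners His-tagged CBF-beta and biotinylated RUNX1 at 30 nM each. Compound exposure 15 min after a 20-min protein preincubation; bead step 90 min; all steps at room temperature.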
IMPase Li cell: membrane-permeable IMPase blocker, potentiated with lithium; 210,000 tested, 0.35% active; Potency, µM (highest dose often 59.4 µM), without a hit: at the highest dose activity, negative = IMPase inhibition, usual class: inhibitors; CHO-M1 cells, IP1 TR-FRET (IP-One), carbachol + lithium;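 further: IP1 builds up when IMPase is blocked and the TR-FRET signal falls; potency means the concentration at half of the fitted maximal effect; plate controls were basal vehicle for no effect and high inhibitor control for full effect; nearly all actives have a fitted effect of over 50% in size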
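Readout is a homogeneous TR-FRET IP1 immunoassay (Ex 320, Em 665 and 620), where raised cytosolic IP1 lowers signal. Cells were CHO-M1 treated 30 min at 37C with test compounds plus a little lithium; AC50 values came from Hill-equation fitting.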
Luc counter: Kinase-Glo luciferase inhibition (counter-screen); Kinase-Glo luciferase, ATP luminescence, 8 min; Potency, µM (doses to about 38.3 µM), for inactives: at the top dose activity change, negative = inhibition, hits mostly inhibitors; 200,000 tested, 0.28% active; AID 1379; further: potency means the concentration at half of the fitted maximal effect; on the % scale 0 is the no-effect control and ±100 the full control effect; nearly all actives have a fitted effect of over 60% in size
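Recombinant Kinase-Glo luciferase, 10 uM ATP (linear range), luciferin; imidazole pH 7.2 / KCl / MgCl2 / Tween / BSA buffer; 8 min RT; luminescence.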
Epigenetic reg: epigenetic control regulation, reporter derepression; murine LDR cells, GFP reporter derepression, 30 h; Potency, µM (series often up to 53.9 µM), for inactives: top-dose GFP activation, most hits filed as activators; 280,000 tested, 0.2% active; AID 1865; further: potency means the concentration at half of the fitted maximal effect; % of control where 0% means no effect; nearly all actives have a fitted effect of over 60% in size
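Reporter derepression read as number of fluorescent GFP-positive objects, 20-120 um in size, counted by laser-scanning cytometer. Mouse LDR line with an epigenetically silenced CMV-GFP locus; compound incubation 30 h, 37 C.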
NPSR antag: blocks cAMP signaling of the human neuropeptide S receptor; Q6W5P4; CHO-NPSR cells, cAMP TR-FRET, antagonist mode; Potency, µM (titrated, usually from 38.3 µM), for inactives: top-dose activity change, negative = inhibition, most hits filed as inhibitors; 220,000 tested, 1% active; AID 1461; further: potency means the concentration at half of the fitted maximal effect; on the % scale 0 is the no-effect control and ±100 the full control effect; nearly all actives have a fitted effect of over 50% in size; many of its hits are not listed in these tables
L3MBTL1 inh: L3MBTL1 (human) inhibition; Q9Y468; AlphaScreen L3MBTL1–H3K9me1 peptide binding; Potency, µM (titrated, usually from 57.1 µM), inactives show at the highest dose activity, negative = inhibition, usual class: inhibitors; 230,000 tested, 0.66% active; AID 485360; further: potency means the concentration at half of the fitted maximal effect; on the % scale 0 is the no-effect control and ±100 the full control effect; nearly all actives have a fitted effect of over 60% in size
Target sequence (Q9Y468 whole entry, looked up): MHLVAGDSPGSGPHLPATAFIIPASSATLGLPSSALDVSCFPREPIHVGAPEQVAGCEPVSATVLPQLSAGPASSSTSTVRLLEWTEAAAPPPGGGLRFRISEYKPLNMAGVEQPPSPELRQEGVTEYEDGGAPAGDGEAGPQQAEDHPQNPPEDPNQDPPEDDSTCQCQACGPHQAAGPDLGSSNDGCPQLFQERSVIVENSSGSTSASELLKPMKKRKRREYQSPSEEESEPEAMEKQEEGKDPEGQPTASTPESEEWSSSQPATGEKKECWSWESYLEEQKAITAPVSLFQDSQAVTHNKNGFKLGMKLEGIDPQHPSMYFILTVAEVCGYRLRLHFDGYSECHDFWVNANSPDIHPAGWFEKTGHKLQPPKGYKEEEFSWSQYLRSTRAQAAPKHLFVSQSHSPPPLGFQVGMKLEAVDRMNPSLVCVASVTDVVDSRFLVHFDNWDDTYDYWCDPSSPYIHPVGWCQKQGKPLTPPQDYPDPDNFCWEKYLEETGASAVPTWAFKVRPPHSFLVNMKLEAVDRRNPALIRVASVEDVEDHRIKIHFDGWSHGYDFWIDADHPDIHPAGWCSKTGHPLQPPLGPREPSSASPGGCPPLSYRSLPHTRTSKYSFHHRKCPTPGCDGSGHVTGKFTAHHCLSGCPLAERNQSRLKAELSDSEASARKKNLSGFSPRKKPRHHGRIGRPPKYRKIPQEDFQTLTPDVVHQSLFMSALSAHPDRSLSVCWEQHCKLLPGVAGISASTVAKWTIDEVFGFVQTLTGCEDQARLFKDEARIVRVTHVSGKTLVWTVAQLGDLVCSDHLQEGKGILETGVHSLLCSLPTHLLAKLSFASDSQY
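Read-out is AlphaScreen signal from streptavidin donor and nickel chelate acceptor beads (10 ug/mL final each) bridging L3MBTL1 (50 nM) and biotinylated K9-monomethylated H3(1-15) peptide (75 nM), after 30 min compound exposure at room temperature.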
HttQ103 aggreg: inhibitors of mutant huntingtin aggregate formation in PC12 cells; PC12 HttQ103-GFP aggregates, Acumen cytometry, 40 h; Potency, µM (titrated, usually from 46.1 µM), without a hit: at the top dose activity change, negative = inhibition, usual class: inhibitors; 220,000 tested, 1.1% active; further: potency means the concentration at half of the fitted maximal effect; on the % scale 0 is the no-effect control and ±100 the full control effect; nearly all actives have a fitted effect of over 60% in size
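Steps: seed 1500 PC12 HTTQ103-GFP cells/well; add tebufenozide, 100 nM final; add compound titration; add ATPLite reagent; quantify GFP aggregates by laser scanning cytometry.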
Numbers without * were called inactive; ? = inconclusive; · = not tested or not shown; [ ] = dose if it differs, or a comment. The call rests on the fitted dose curve; in most records, active means well fitted curve in the direction sought with a large enough effect; inconclusive means small, poorly fitted or top-dose-only effect, or another doubt; inactive means no such curve, though single readings can be large; an effect the other way counts as inactive or inconclusive.

Every second line gives: IMPase Li cell, HttQ103 aggreg, CBFb RUNX1 block, Luc counter, Epigenetic reg, NPSR antag, L3MBTL1 inh
Cc1oc(-c2cccs2)nc1CS(=O)CC(=O)NC1CCCCCC1 (configuration not stated)
→ 3%[38.3 µM], -1%, -2%, 15%, 1.9%, -1%[46.1 µM], 6%
COc1ccc(-c2nc(CS(=O)CC(=O)NC3CCCc4ccccc43)c(C)o2)cc1OC (configuration not stated)
→ 0%[38.3 µM], 14%, 4%, -2%, 0.0%, -20%[46.1 µM], ·
Cc1cccc(-n2cnc3sc(C)c(C)c3c2=O)c1
→ ·, -14%[9.22 µM], 2%, ·, -0.4%, 14%[7.67 µM], -6%
Cc1ccc(S(=O)(=O)N2CCCOC2CNC(=O)C(=O)NCCC2=CCCCC2)cc1 (configuration not stated)
→ 7%, 14%, 3%, -3%, 1.0%, 4%, 4%
Cc1ccc(-c2nnn(CC(=O)Nc3cccc4c3CCCC4)n2)o1
→ -3%[38.3 µM], 7%, 1%, -4%, 0.3%, -4%[46.1 µM], 2%
S=c1[nH]nc(-c2cc(-c3ccccc3)n[nH]2)n1/N=C/c1ccccc1
→ ·, -26%[9.22 µM], -1%, ·, 0.0%, -41%, ·
CN(/C(=N/S(=O)(=O)c1cccs1)c1ccccc1)c1ccccc1
→ 9%, -6%, 0%, 0%, -1.0%, 12%, 4%
CCC(=O)OC1CSc2nc3ccccc3n2C1 (configuration not stated)
→ -7%[38.3 µM], 0%, -20%, -3%, 1.3%, -18%[46.1 µM], 1%
COc1ccc(-c2[nH]ncc2CN2CCCC2c2nonc2C)c(F)c1 (configuration not stated)
→ 3%, 19%[9.22 µM], 5%, -2%, 1.1%, 6%, 5%
CCOC(=O)N1CCN(C(=O)C2CCN(S(=O)(=O)c3cc(Cl)ccc3Cl)CC2)CC1
→ 10%[38.3 µM], -7%, 7%, -1%, 0.9%, -13%[46.1 µM], 0%
Cc1ccc(/C=C/C(=O)c2c(C)nc3ccccn23)cc1
→ 8%[38.3 µM], ?, -5%, -1%, -1.1%, -24%[46.1 µM], 3%
CCC(=O)c1ccccc1OCCSc1nc(C)cc(=O)[nH]1
→ 23%[38.3 µM], 31%, -2%, -1%, 0.0%, 2%[46.1 µM], ·
Cc1ccc(NC(=O)COC(=O)C2CSC3(C)CCC(=O)N23)cc1S(=O)(=O)N1CCOCC1 (configuration not stated)
→ 7%, 14%, -4%, -3%, 1.5%, 2%, -21%
C/C=C\C(=O)Nc1cccc(C2=NOC3(C2)C[C@@H](C(N)=O)N(C(=O)C2(C)CC2)C3)c1 (some centres not stated)
→ ·, 11%[9.22 µM], ?, ·, 0.5%, 21%, ·
COc1ccc(NC(=O)c2ccc(-c3nn(C)c(=O)c4ccccc34)cc2)cc1
→ -4%, -14%[9.22 µM], 21%, 5%, 2.5%, -5%, 5%

One compound at a time, as listed above.
Entry for Cc1ccc(-c2nnn(CC(=O)Nc3cccc4c3CCCC4)n2)o1 = IMPase Li cell = -3%[38.3 µM]; HttQ103 aggreg = 7%; CBFb RUNX1 block = 1%; Luc counter = -4%; Epigenetic reg = 0.3%; NPSR antag = -4%[46.1 µM]; L3MBTL1 inh = 2%
Entry for Cc1ccc(S(=O)(=O)N2CCCOC2CNC(=O)C(=O)NCCC2=CCCCC2)cc1 (configuration not stated) = IMPase Li cell = 7%; HttQ103 aggreg = 14%; CBFb RUNX1 block = 3%; Luc counter = -3%; Epigenetic reg = 1.0%; NPSR antag = 4%; L3MBTL1 inh = 4%

Continued.
Every second line gives: IMPase Li cell, HttQ103 aggreg, CBFb RUNX1 block, Luc counter, Epigenetic reg, NPSR antag, L3MBTL1 inh
O=C(Cn1cccc1)Nc1ccc(OC(F)(F)F)cc1
→ -7%[38.3 µM], 9%, -2%, 0%, 1.0%, 10%[46.1 µM], -9%
O=C1NC2(Nc3ccccc31)C(=O)Nc1ccc(Br)cc12 (configuration not stated)
→ -2%, -22%, 18%, -1%, -5.5%, -38%, ·
O=C(COC(=O)/C=C/c1cccc(Br)c1)NCCC1=CCCCC1
→ 3%, -22%, 8%, -2%, 0.1%, 2%, -12%
CN1CCN(c2nc3c(c(=O)[nH]c(=O)n3C)n2CCSc2ncccn2)CC1
→ 1%[38.3 µM], -8%, 1%, 0%, 0.7%, -10%[46.1 µM], -6%
c1ccc(Cc2nnc3n2CCCCC3)cc1
→ 0%[38.3 µM], 24%, 2%, 4%, 0.0%, -15%[46.1 µM], -2%
CCOc1ccc(N(C(C)C(=O)Nc2ccc(OC)cc2)S(C)(=O)=O)cc1 (configuration not stated)
→ -7%[38.3 µM], -6%, 4%, 2%, 1.9%, -13%[46.1 µM], -1%
Cc1ccc(OCC(=O)NN2C(=O)c3ccccc3C2=O)c(C)c1
→ 26%[38.3 µM], 5%, 9%, 4%, 2.4%, -4%[46.1 µM], 6%
Cc1cc(/N=C/N(C)C)on1
→ 6%[38.3 µM], -18%, 11%, 0%, -0.2%, -3%[46.1 µM], 9%
CCOC(=O)c1c(NC(=O)COC)sc2c1CCCC2
→ 12%[38.3 µM], -4%, 5%, 3%, 0.9%, -7%[46.1 µM], 6%[11.4 µM]
CCOc1ccc(C(=O)OCC(=O)c2c(N)n(C)c(=O)n(C)c2=O)cc1OCC
→ 27%[38.3 µM], 2%, 1%, -3%, 3.2%, 4%[46.1 µM], ·
Cc1ccnc(SCC(=O)Nc2c(C)n(C)n(-c3ccccc3)c2=O)n1
→ 19%[38.3 µM], 2%[1.84 µM], -1%, 5%, 0.8%, -1%[46.1 µM], ·
CCc1ccc(-c2cc(C(F)(F)F)n3nc(C(=O)Nc4c(C)nn(Cc5ccccc5Cl)c4C)cc3n2)s1
→ 20%[38.3 µM], 11%, 10%, -5%, -0.1%, -3%[46.1 µM], ·
Cn1c(=O)n(C)c2cc(NS(C)(=O)=O)ccc21
→ -16%[38.3 µM], -6%, -2%, 13%, 0.4%, 13%[7.67 µM], -4%
CC(C)(C)NS(=O)(=O)c1ccc(N2C(=O)c3ccccc3C2=O)cc1
→ 32%[38.3 µM], -20%, 0%, -1%, 10%, -11%[46.1 µM], ·
CC1=NN(C(=O)CCc2ccccc2O)C(O)(C(F)(F)F)C1 (configuration not stated)
→ 2%, -3%, 5%, 4%, -1.1%, 11%, 5%

Arranged by value in L3MBTL1 inh (falling): three from the list above.
canonical_smiles	IMPase Li cell	CBFb RUNX1 block	Epigenetic reg	NPSR antag	L3MBTL1 inh
Cc1cc(/N=C/N(C)C)on1	6%[38.3 µM]	11%	-0.2%	-3%[46.1 µM]	9%
c1ccc(Cc2nnc3n2CCCCC3)cc1	0%[38.3 µM]	2%	0.0%	-15%[46.1 µM]	-2%
O=C(COC(=O)/C=C/c1cccc(Br)c1)NCCC1=CCCCC1	3%	8%	0.1%	2%	-12%

Further records
Every second line gives: IMPase Li cell, HttQ103 aggreg, CBFb RUNX1 block, Luc counter, Epigenetic reg, NPSR antag, L3MBTL1 inh
Cc1ccc(C)c(Nc2c([N+](=O)[O-])cc(C(=O)N3CC(=O)Nc4ccccc43)cc2[N+](=O)[O-])c1
→ 18%[38.3 µM], -10%, ?, 0%, -1.2%, -24%[46.1 µM], -29%
Cc1cc(O)ccc1N=Cc1c(C(F)(F)F)[nH][nH]c1=O
→ 0%, 9%, 4%, 2%, 11%, 7%, 0%
COc1ccccc1C1C=C(c2ccc(Cl)cc2)Nc2nc(N3C(=O)CCC3=O)nn21 (configuration not stated)
→ -31%[38.3 µM], 2%, 0%, 1%, -3.3%, -29%[46.1 µM], 0%
O=C(N/N=C/c1ccc(Br)o1)/C(=C/c1ccc([N+](=O)[O-])cc1)NC(=O)c1ccccc1
→ -5%[38.3 µM], -2%, -12%, 1%, -0.9%, ?, -8%
O=c1nc(NC2CCCC2)ccn1Cc1cccc(Br)c1
→ 3%[38.3 µM], -14%, 2%, -2%, 0.0%, -7%[46.1 µM], ·
CC(=O)/C(=N/Nc1ccccc1)Sc1nnc(CCc2ccccc2)n1-c1ccccc1
→ 16%, -2%, 2%, 0%, 0.0%, -22%, 2%
CC(/C=C/c1ccc(N(C)C)cc1)=N\N=C1\NC(=O)CC(C(=O)Nc2ccccc2)S1 (configuration not stated)
→ 0%, 6%, -26%, 1%, 0.0%, -6%, -25%
O=C(Nc1nc(-c2ccccn2)cs1)c1cccc(-n2cnnn2)c1
→ ·, -3%[9.22 µM], ?, ·, 4.5%, 6%, ?
CC(=O)Nc1ccc(NC(=O)CN(c2ccc([N+](=O)[O-])cc2)S(=O)(=O)c2ccccc2)cc1
→ 5%, ?, -1%, 3%, -4.3%, 21%, -15%
CCC(C(=O)NC1CCCC1)N(Cc1cccs1)C(=O)Cn1nnc(-c2ccc(OC)c(OC)c2)n1 (configuration not stated)
→ 22%, 17%, 18%, -3%, -1.2%, 26%[46.1 µM], -3%
CCn1c(COc2ccc(Cl)cc2)nnc1SCc1ccc(C#N)cc1
→ 25%[38.3 µM], ?, 11%, -2%, 0.0%, -23%[46.1 µM], 6%
CCCCN1CN=C(Nc2nc3ccccc3o2)NC1
→ ?, 16%, 1%, -6%, 0.0%, 3%[46.1 µM], 0%
O=C(NCc1ccc2c(c1)OCO2)c1ccc2c(c1)OCO2
→ ·, 13%[9.22 µM], 12%, ·, 3.2%, -4%, ·
COc1ccc(OCC(=O)N/N=C(/C)Cc2ccccc2)cc1
→ -9%, -15%, 3%, 3%, 1.1%, 11%, 0%
CCOC(=O)C1C(C)N=C2SCC(=O)N2C1c1cccc(Br)c1 (configuration not stated)
→ 6%[38.3 µM], 6%, 0%, 0%, -0.7%, ?, -4%
COC(=O)c1ccc(NC(=O)CSc2nncn2C)cc1
→ 0%[38.3 µM], 25%, 2%, 4%, 1.9%, -3%[46.1 µM], -3%
CSc1cccc(NC(=O)CSc2ncccc2C(=O)Oc2cccc([N+](=O)[O-])c2)c1
→ -2%, 8%, -15%, 0%, 0.0%, -18%[46.1 µM], -6%
Cc1cc(C)n(C(=O)CCC2COc3ccccc3O2)n1 (configuration not stated)
→ 9%[38.3 µM], -11%, 17%, -1%, -1.1%, -10%[46.1 µM], 22%
CCOC(=O)CC(NC(=O)c1ccco1)c1ccc(OC)cc1 (configuration not stated)
→ 0%[38.3 µM], 6%, 6%, -3%, -1.2%, 0%[46.1 µM], -2%
N#CNC1=NCN(CCc2ccccc2)CN1
→ -12%[38.3 µM], 15%, 3%, 3%, -2.3%, 0%[46.1 µM], 2%
Cc1occc1C(=O)N/N=C/C1=C(N2CCOCC2)C(=C\c2ccc(Cl)cc2Cl)/CC1
→ -5%, -2%, -1%, -5%, ?, -5%, -2%

A portion of the library; rates above refer to the full screens.
